# TNAP inh hi DEA – inhibitors of human TNAP at high phosphate acceptor concentration; purified TNAP, CDP-star luminescence, 1 M DEA; inhibition, % at 20 µM; hit rate 0.03% among 200,000;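 active = over 50% inhibition of tissue-nonspecific alkaline phosphatase at 20 µM in the single-dose screen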;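 also: plate controls were DMSO wells for no effect and EDTA-quenched wells as full inhibition for full effect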
# bIAP act – intestinal alkaline phosphatase (bovine) activation; purified bovine IAP, CDP-star luminescence, 30 min; stronger effect = higher value; fold of DMSO-control signal, blank-subtracted; activation factor at 20 µM; hit rate 0.17% among 200,000;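 active = activation factor of 2 or more at 20 µM, a signal rise over negative controls twice the positive control's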
# PMI act hi M6P – PMI (human) activation, high substrate | P34949 | activation factor at 20 µM | coupled PMI enzyme assay, resazurin fluorescence, 20 min; stronger effect = higher value; 1 = untreated enzyme, 0 = substrate-free blank | hit rate 0.34% among 190,000;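 active = activation factor of 2 or more at 20 µM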
# Target sequence (P34949 whole entry, looked up): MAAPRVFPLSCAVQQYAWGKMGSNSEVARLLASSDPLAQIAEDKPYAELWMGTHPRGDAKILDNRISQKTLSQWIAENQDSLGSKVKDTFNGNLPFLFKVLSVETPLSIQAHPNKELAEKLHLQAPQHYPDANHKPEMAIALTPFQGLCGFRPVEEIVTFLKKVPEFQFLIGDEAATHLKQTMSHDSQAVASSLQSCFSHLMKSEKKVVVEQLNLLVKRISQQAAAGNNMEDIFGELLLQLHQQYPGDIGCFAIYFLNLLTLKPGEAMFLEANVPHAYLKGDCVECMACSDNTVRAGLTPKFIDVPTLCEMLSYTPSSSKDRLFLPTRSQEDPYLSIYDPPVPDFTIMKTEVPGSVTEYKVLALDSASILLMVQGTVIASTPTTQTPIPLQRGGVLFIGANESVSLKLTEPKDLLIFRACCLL
#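 Material: human phosphomannose isomerase with PGI, G6PDH, diaphorase coupling enzymes; amount: PMI at 15 ng/mL final; also added: Mannose-6-phosphate 1.0 mM (near-saturating) plus 0.22 mM NADP+; incubation: enzyme reaction with compound 20 min at room temperature; signal: resorufin fluorescence (Ex 544/Em 590 nm) from resazurin via diaphorase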
# FLuc inh counter – inhibits firefly luciferase, flagging false hits in luciferase inhibition screens. P08659. hit rate 1.5% among 200,000. ATPLite firefly luciferase biochemical luminescence, 10 min. inhibition, % at 10 µM;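 active = inhibition above about 50% when tested at 10 µM, limit read from the data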
# Target sequence (P08659 whole entry, looked up): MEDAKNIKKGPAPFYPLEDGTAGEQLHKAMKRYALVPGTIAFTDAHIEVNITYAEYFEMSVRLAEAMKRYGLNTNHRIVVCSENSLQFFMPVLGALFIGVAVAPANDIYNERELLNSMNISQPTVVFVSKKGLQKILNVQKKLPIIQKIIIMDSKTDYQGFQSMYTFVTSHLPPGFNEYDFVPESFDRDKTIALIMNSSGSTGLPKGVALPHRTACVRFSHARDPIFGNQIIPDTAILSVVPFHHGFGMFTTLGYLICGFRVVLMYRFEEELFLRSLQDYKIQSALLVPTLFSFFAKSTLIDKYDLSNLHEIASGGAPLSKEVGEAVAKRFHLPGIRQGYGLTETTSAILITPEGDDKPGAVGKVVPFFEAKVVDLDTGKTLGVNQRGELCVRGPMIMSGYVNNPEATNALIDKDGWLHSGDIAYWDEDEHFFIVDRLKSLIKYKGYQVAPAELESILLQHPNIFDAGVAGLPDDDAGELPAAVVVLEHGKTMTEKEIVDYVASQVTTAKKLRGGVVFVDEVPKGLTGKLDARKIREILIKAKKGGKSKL
# APP 5'UTR act – activates APP 5'UTR luciferase reporter. SH-SY5Y APP 5'UTR luciferase reporter, luminescence; zero percent = DMSO vehicle wells. AID 1276. activation, % at 2 µM. hit rate 1% among 190,000;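 active = activation above a set limit, based on mean plus 3 SD of controls, cut at about 140% in these data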; also: values of inactives mirror those of a sister screen read the other way
# FLuc act counter – affects firefly luciferase, flagging false hits in luciferase stimulation screens. 200,000 tested, under 10 active. P08659. ATPlite luciferase biochemical, luminescence, 10 min; 0 = ATP-free wells, 1 = DMSO control. activation factor at 10 µM;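 active = luciferase activation factor, scaled between plate controls, of at least 2 with compound at 10 µM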
#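 Material: luciferase plus luciferin reagent, cell-free. Medium: PBS buffer for ATP. Also added: ATP substrate, dispensed from a 10.24 µM working solution in PBS. Doses: test compounds dosed from 2 mM stocks in 100% DMSO. Incubation: 10 min post-reagent at room temperature. Technique: light output (luminescence). Read-out basis: luminescence gain marking luciferase activators.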
# NF-kB expr up – compounds increasing NF-kB expression in human neuronal cells; NF-kB reporter expression; stronger effect = higher value; fold change at 12.5 µM; hit rate 1.6% among 190,000; AID 1239; in the data active = fold change above about 3.3
# TNAP act hiacc – activators of human TNAP at high phosphate acceptor concentration; P05186; purified TNAP, CDP-star luminescence, 1 M DEA, 30 min; stronger effect = higher value; 0 = EDTA background, 1 = DMSO-only activity; activation factor at 20 µM; 200,000 tested, under 10 active; AID 1136;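 active = activation factor at least 2 at 20 µM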
#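 Measured by: Luminescent substrate turnover signal | Test system: Human TNAP | Input: TNAP 1/800 final | Dosing: 20 µM single point | Schedule: 30 min, room temperature | Controls: EDTA wells as negative control, DMSO wells as positive control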
# TNAP inh noacc – inhibitors of human TNAP without phosphate acceptor | hit rate 0.26% among 200,000 | P05186 | purified TNAP, CDP-star luminescence, 30 min | inhibition, % at 20 µM;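 active = tissue-nonspecific alkaline phosphatase inhibition above about 50% at 20 µM in the single-dose screen, limit read from the data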;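 also: 0% = DMSO negative control and 100% = EDTA positive control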
# PMI activator – increases human mannose-6-phosphate isomerase activity; hit rate 0.005% among 190,000; P34949; purified human PMI, coupled resazurin fluorescence, 20 min; stronger effect = higher value; 1 = vehicle control, 0 substrate-free wells; activation factor at 20 µM;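 active = activation factor of 2 or more at 20 µM, relative to plate controls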
# Active calls of the source: *; . = not tested or not shown.
# The first five entries as a preview:
1. CC(=O)Nc1nc(CCl)cs1
2. O=C(Oc1ccc([N+](=O)[O-])cc1)N1CCC(N2CCCCC2)CC1
3. N#Cc1ccc(N2CCNCC2)c(F)c1
4. Cc1ccc(Cn2nnnc2CN2CCC(n3nnc4cc(C(F)(F)F)ccc43)CC2)cc1
5. O=C1CN=C(c2ccccc2)c2ccccc2N1Cc1ccc(C(F)(F)F)cc1
Compound	1	2	3	4	5
TNAP inh hi DEA	-5.8	-2.5	-7.0	-6.2	-2.6
bIAP act	1.2	0.9	1	1	0.9
PMI act hi M6P	1.4	0.9	1	0.8	0.9
FLuc inh counter	-4.1	-0.6	-4.9	-4.5	-3.7
APP 5'UTR act	10.9	-8.5	-3.9	0.6	3.8
FLuc act counter	1	1	1	1	1
NF-kB expr up	0.95	1.39	1.06	0.83	0.76
TNAP act hiacc	1.1	1	1.1	1.1	1
TNAP inh noacc	-17.5	-5.1	-17.2	-6.1	-7.3
PMI activator	1.5	0.9	1	0.7	0.9

# The whole of this part, previewed entries included:
1. CC(=O)Nc1nc(CCl)cs1
2. O=C(Oc1ccc([N+](=O)[O-])cc1)N1CCC(N2CCCCC2)CC1
3. N#Cc1ccc(N2CCNCC2)c(F)c1
4. Cc1ccc(Cn2nnnc2CN2CCC(n3nnc4cc(C(F)(F)F)ccc43)CC2)cc1
5. O=C1CN=C(c2ccccc2)c2ccccc2N1Cc1ccc(C(F)(F)F)cc1
6. Cc1ccc(CS(=O)(=O)Cc2ccc(C(=O)N3CCC4(CC3)OCCO4)o2)cc1
7. CCOP(=S)(OCC)N1CCOCCOCCN(P(=S)(OCC)OCC)CCOCCOCC1
8. CN1CCN(Cc2ccc(OC(F)(F)F)cc2)CC1
Compound	1	2	3	4	5	6	7	8
TNAP inh hi DEA	-5.8	-2.5	-7.0	-6.2	-2.6	-6.5	-6.1	-3.4
bIAP act	1.2	0.9	1	1	0.9	0.9	1.1	1
PMI act hi M6P	1.4	0.9	1	0.8	0.9	1.1	0.9	1.1
FLuc inh counter	-4.1	-0.6	-4.9	-4.5	-3.7	-1.9	-4.2	-2.3
APP 5'UTR act	10.9	-8.5	-3.9	0.6	3.8	-3.4	19.1	-8.5
FLuc act counter	1	1	1	1	1	1	1	1
NF-kB expr up	0.95	1.39	1.06	0.83	0.76	1.05	1.01	1.07
TNAP act hiacc	1.1	1	1.1	1.1	1	1.1	1.1	1
TNAP inh noacc	-17.5	-5.1	-17.2	-6.1	-7.3	-5.8	-14.3	-14.9
PMI activator	1.5	0.9	1	0.7	0.9	1.1	0.9	1

9. CCN(CC)c1ccc(/C=C2\C(=O)NC(=O)N(Cc3ccco3)C2=O)cc1
10. Cc1ccc(C(C)C)c(OCC(=O)N2CCN(Cc3nc4cc([N+](=O)[O-])ccc4n3C)CC2)c1
11. Cc1ccccc1-n1c(C)nc2sccc2c1=O
12. CCCCn1c(O)c(C(CC)=NCc2ccc(F)cc2)c(=O)[nH]c1=O
13. O=C1NC(=O)C2(Cc3ccccc3N3CCCC32)C(=O)N1c1ccc(Cl)cc1 (stereo not given)
14. Cc1cccc(C)c1OP(N)(=O)OCC(F)(F)F (stereo not given)
15. CCC(=O)c1cn(Cc2ccc(C#N)cc2)c2ccccc12
16. O=C(c1ccc(Cl)cc1)C1CCCN(Cc2cccc3cnccc23)C1 (stereo not given)
Compound	9	10	11	12	13	14	15	16
TNAP inh hi DEA	-3.3	-3.9	-0.8	-4.1	-7.7	-1.4	-6.5	-8.3
bIAP act	0.9	0.6	1	1	1.1	1	0.8	0.9
PMI act hi M6P	1	0.8	1	0.9	1.6	1	1	1
FLuc inh counter	1.1	-9.2	-7.9	-7.3	-3.1	-1.1	-9.2	-6.9
APP 5'UTR act	-16.1	14.0	7.0	5.2	-11.2	7.2	-2.5	-16.8
FLuc act counter	1	1.1	1.1	1.1	1	1	1.1	1.1
NF-kB expr up	0.94	1.18	0.77	0.7	0.94	1.19	0.9	0.86
TNAP act hiacc	1	1	1	1	1.1	1	1.1	1.1
TNAP inh noacc	10.4	-7.7	-8.5	-6.9	-12.5	-3.3	-10.5	-11.0
PMI activator	1	0.9	1	0.9	1.6	1	1	0.9

17. CCN(CC)P(=O)(Oc1cccc(C)c1)N(CC)CC
18. COc1ccc(CCNC(C)CCc2ccc(OC)cc2)cc1 (stereo not given)
19. CCCCCCOc1ccc(CN2CCN(CCO)CC2)cc1
20. COC1CCCCC1NCCc1ccccc1 (stereo not given)
21. CN1CN=C(N[N+](=O)[O-])N(Cc2ccco2)C1
22. CCCCNC(=S)N1CCn2cccc2C1c1cccnc1 (stereo not given)
23. CC(C)CCn1c(N)c(C(=O)OCC2CCCO2)c2nc3ccccc3nc21 (stereo not given)
24. O=Cc1c(C(=O)O)n(Cc2ccccc2Cl)c2ccccc12
Compound	17	18	19	20	21	22	23	24
TNAP inh hi DEA	-8.8	-4.4	3.6	-9.2	-2.3	-1.3	-6.7	0.5
bIAP act	1	1.1	1.1	1.1	1	1	1.1	1.1
PMI act hi M6P	1	1	1.2	1	1.1	0.9	0.7	1.1
FLuc inh counter	-7.0	-3.4	6.9	-7.5	-4.3	-3.5	-2.7	0.6
APP 5'UTR act	13.9	11.4	122.3	3.6	-11.7	-1.3	9.0	-3.5
FLuc act counter	1.1	1	0.9	1.1	1	1	1	1
NF-kB expr up	1.05	0.84	0.83	1.26	0.99	1.24	0.52	1.11
TNAP act hiacc	1.1	1	1	1.1	1	1	1.1	1
TNAP inh noacc	-13.1	-12.8	6.5	-6.9	-11.2	-14.9	-11.9	-6.4
PMI activator	1	1	1.1	1	1	1	1.2	1.2

25. CCCC1(CCC)C(=O)NC(=Nc2ccccc2)NC1=O
26. CC(=O)N1N=C2C3CCN(CC3)C2C1c1ccc(C)cc1 (stereo not given)
27. O=C(C(=O)N1CCOCC1)c1cn(Cc2ccccc2Cl)c2ccccc12
28. CCC(C)NC(=O)CN1C(=O)CN=C(c2ccccc2)c2ccccc21 (stereo not given)
29. CCCNC(=O)N1C2CCC1CC(O)(c1cccnc1)C2 (stereo not given)
30. CCn1c(O)c(C=Nc2ccc(N3CCOCC3)cc2)c(=O)n(CC)c1=S
31. CC1=[N+]([O-])C2(N)CCc3nonc3C2(O)C1 (stereo not given)
32. O=C(C(=O)N1CCOCC1)c1cn(CCCOc2ccccc2)c2ccccc12
Compound	25	26	27	28	29	30	31	32
TNAP inh hi DEA	-7.4	-2.2	-3.6	-7.4	-4.9	-3.4	-0.5	-2.4
bIAP act	0.9	1	0.8	1.3	0.8	0.9	1	1
PMI act hi M6P	0.9	1	1	1.1	1.1	0.8	1	0.8
FLuc inh counter	-4.5	-6.3	-1.9	-1.9	-7.4	-2.6	1.8	-0.6
APP 5'UTR act	5.8	-22.6	-4.0	-6.2	9.4	-11.9	-8.3	22.0
FLuc act counter	1	1.1	1	1	1.1	1	1	1
NF-kB expr up	1.13	1.09	1.24	1.57	1.32	1.08	1.01	1.03
TNAP act hiacc	1.1	1	1	1.1	1	1	1	1
TNAP inh noacc	-12.2	-8.0	-6.8	-15.1	-10.3	-1.7	-7.0	-5.1
PMI activator	0.9	1.1	1	1.1	1	0.9	1	0.8

33. Cc1ccc(C2(O)CC(C)N(C)CC2C)cc1 (stereo not given)
34. Fc1ccc(NC2=NCCS2)cc1Cl
35. CCOP(=O)(OCC)C(NC(=O)c1ccc(C)cc1)=C(Cl)Cl
36. CN1CCc2nc(SCC(=O)OC(C)(C)C)c(C#N)cc2C1
37. N#CCCn1cc(C(=O)NCc2ccccc2)c(-c2ccccc2)n1
38. O=C(CN1CC=C(c2ccccc2)CC1)NC(=O)NCc1ccco1
39. Cc1nc2cc(C(F)(F)F)ccc2n1C1CCN(Cc2nnnn2Cc2ccc3c(c2)OCO3)CC1
40. COc1cc(N2CCOCC2)ccc1C=C1C(=O)NC(=O)NC1=O
Compound	33	34	35	36	37	38	39	40
TNAP inh hi DEA	-3.5	-3.8	-2.5	-3.7	-3.1	-5.9	-6.0	-2.8
bIAP act	1	0.9	0.8	1.1	1	1	1.1	0.9
PMI act hi M6P	1	0.9	1.1	0.7	0.8	0.9	1	0.9
FLuc inh counter	-0.9	-9.0	-4.5	-7.4	-8.1	-10.5	0.9	-0.9
APP 5'UTR act	-2.0	1.9	3.7	.	-6.5	3.7	3.7	-20.6
FLuc act counter	1	1.1	1	1.1	1.1	1.1	1	1
NF-kB expr up	0.97	1.08	1.1	2.15	1.03	1.13	0.33	1.11
TNAP act hiacc	1	1	1	1	1	1.1	1.1	1
TNAP inh noacc	-8.2	-1.2	-18.9	-3.5	-9.8	5.3	-3.3	-15.6
PMI activator	1	0.9	1.1	1	0.9	1	0.9	1

41. c1ccc2c(CN3CCN(C4CCCCC4)CC3)c[nH]c2c1
42. Nc1c([N+](=O)[O-])cc(F)c(N2CCNCC2)c1Br
43. Cc1sc2ncn(CC(=O)NCC(=O)N3CCC4(CC3)OCCO4)c(=O)c2c1C
44. Cc1c2cnn(CC(=O)N3CCC4(CC3)OCCO4)c(=O)c2c(C)n1Cc1ccc(F)cc1
45. CCCNC(=O)N1CCC2(CC1)OCCO2
46. O=c1[nH]c(O)c(N=Nc2cc([N+](=O)[O-])ccc2O)c(=O)[nH]1
47. CCOc1ccc(-n2c(CC)nc3ccccc3c2=O)cc1
48. CN1CCN(c2c(F)cc([N+](=O)[O-])c(N)c2Br)CC1
Compound	41	42	43	44	45	46	47	48
TNAP inh hi DEA	-7.0	16.8	2.1	-4.2	-2.2	29.9	-5.3	15.5
bIAP act	1.1	1.1	1	1	1.2	0.6	0.9	0.7
PMI act hi M6P	1.1	0.7	1	0.9	1	0.6	1	1.1
FLuc inh counter	-1.7	0.1	-1.2	-0.6	-1.3	5.1	-11.0	3.3
APP 5'UTR act	-6.2	20.9	26.1	-16.4	5.6	14.1	-21.6	-4.5
FLuc act counter	1	1	1	1	1	0.9	1.1	1
NF-kB expr up	0.95	0.96	1.27	0.91	1.18	1.17	0.99	1.03
TNAP act hiacc	1.1	0.8	1	1	1	0.7	1.1	0.8
TNAP inh noacc	-10.5	14.9	-6.5	-6.4	-10.9	2.8	-7.2	5.3
PMI activator	1.2	0.8	0.9	0.9	1.1	0.6	1	1.1

49. Cc1cc(N2C(=O)C3CCCN3C2c2sccc2C)no1 (stereo not given)
50. CCC(=NC1CC1)c1c(O)n(-c2ccc(OC)cc2)c(=O)[nH]c1=O
51. O=c1[nH]c(=O)n(-c2cccc3ccccc23)c(O)c1/C=N/N1CCCCC1c1cccnc1 (stereo not given)
52. O=C(Nc1ccccc1)c1cc([N+](=O)[O-])ccc1N1CCNCC1
53. CNC(=O)N(C)c1nnc(C(C)(C)C)s1
Compound	49	50	51	52	53
TNAP inh hi DEA	-3.0	-0.2	-2.7	-1.8	0.0
bIAP act	1.1	0.9	0.7	0.8	1
PMI act hi M6P	0.9	0.9	0.9	1	0.9
FLuc inh counter	2.0	-7.6	-2.5	-8.7	-5.6
APP 5'UTR act	-7.3	0.3	5.8	10.3	4.1
FLuc act counter	1	1.1	1	1.1	1.1
NF-kB expr up	1.05	0.88	1.11	0.82	0.9
TNAP act hiacc	1	1	1	1	1
TNAP inh noacc	-7.3	-4.7	-18.8	-2.2	-5.7
PMI activator	0.9	0.9	0.9	1	0.8

# Source: PubChem BioAssay

# This is a subset. The share of hits here may be higher or lower than overall.
